p53ts 32C tox: qHTS Screen for Compounds that Selectively Target Cancer Cells with p53 Mutations: Cytotoxicity of p53ts Cells at the Permissive Temperature | Potency, µM (top dose mostly 46.1 µM), inactives show at the top dose activity change, negative = cytotoxicity, actives largely listed as cytotoxic | H1299-p53A138V at 32C, ATP luminescence viability, 24 h | 130,000 compounds, 0.93% hits;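 further: 0% = DMSO and -100% = full killing by reference compound; nearly all actives have a fitted effect of over 55% in size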
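Viability by ATPlite luminescence after 24 h compound treatment (up to 46 uM) at the permissive 32C. Cells are H1299 carrying p53 A138V. Scale runs from DMSO basal to 100 uM tamoxifen as full kill; AC50 from Hill fits.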
p53ts 39C kill: qHTS Screen for Compounds that Selectively Target Cancer Cells with p53 Mutations: Cytotoxicity of p53ts Cells at the Nonpermissive Temperature | H1299-p53A138V viability at 39C, ATP luminescence, 24 h | Potency, µM (titrated, usually from 46.1 µM), without a hit: top-dose activity change, negative = cell killing, usual class: cytotoxic | 130,000 compounds, 1.5% hits; further: nearly all actives have a fitted effect of over 55% in size
IkB sig inh: IkB Signaling. ABC-DLBCL IkBa-CBG/CBR dual luciferase ratio, 4 h; response scale: scaled: untreated 0%, proteasome inhibitor 100%. Potency, µM (top dose mostly 57.1 µM), for the others: at the highest dose IkBa stabilization activation. 110,000 compounds, 0.04% hits. AID 445, 2006; active means well fitted curve in the direction sought with a large enough effect in the signal ratio, not every such curve was filed as active; inconclusive means small, poorly fitted or top-dose-only effect, or a change in a side signal; the % refers to the signal ratio;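 further: the direction sought is a rising ratio; 0% = basal untreated cells and 100% = reference inhibitor full response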
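In this assay, an IκBα–CBG68 fusion accumulates when IKK-driven degradation is blocked; native CBR normalizes for cell number. OCI-Ly3 cells were treated 4 h with compound and doxycycline, then green and red light read after Chroma-Glo addition.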
Imprint erasure: qHTS Assay for Compounds that Induce Erasure of Genomic Imprints; mouse ES Peg3-LacZ reporter, beta-gal luminescence, 40 h; Potency, µM (top dose mostly 60.7 µM), without a hit: top-dose activity change, positive = activation, actives largely listed as activators; 110,000 compounds, 0.02% hits;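 further: 0% = negative control wells on the plate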
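Gelatin-coated wells received 300 freshly trypsinized female ES cells with a Peg3LacZ-Neo reporter on the maternal allele, then incubated 40 hours at 37C. BetaGlo was added for 5 minutes at room temperature before a single luminescence read.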
* hit, by the source's call; ? = inconclusive; nt = no result given; & = joins results of further samples; [ ] = another dose, or the depositor's remark. Unless noted, the call rests on the fitted dose curve; in most records, active means well fitted curve in the direction sought with a large enough effect; inconclusive means small, poorly fitted or top-dose-only effect, or another doubt; inactive means no such curve, though single readings can be large; an effect the other way counts as inactive or inconclusive. Unless noted, on the % scale 0 is the no-effect control and ±100 the full control effect; potency means the concentration at half of the fitted maximal effect.

SMILES	Imprint erasure	p53ts 39C kill	IkB sig inh	p53ts 32C tox
CC(C)N[C@@H](C)Cc1ccc(I)cc1	nt	-2%	-4.8%	-2%
CCCCC(CC)COC(=O)c1ccc(C(=O)OCC(CC)CCCC)c(C(=O)OCC(CC)CCCC)c1 (stereo not drawn)	-5%	9%	5.3%	4%[1.84 µM]
CCC1=C(C)C(N2CCOCC2)=NP(N2CCOCC2)(N2CCOCC2)=N1	-3%	-4%	-0.7%	-2%
CCOC(=O)C(O)(c1ccc(N(CC)S(=O)(=O)c2ccccc2)cc1)C(F)(F)F (stereo not drawn)	-19%	-6%	2.3%	6%
COc1ccc2c(c1)[C@]13CCCC[C@@H]1[C@H](C2)NCC3	nt	-10%	-2.5%	18%
NCCc1ccc(S(=O)(=O)O)cc1[N+](=O)[O-]	2%[10.9 µM]	2%[9.22 µM]	0.9%[11.4 µM]	8%[9.22 µM]
O=c1cccc2n1CC1CNC[C@H]2C1	-2%	1%	0.4%	1%
CN1C[C@H](C(=O)N[C@@]2(C)O[C@@]3(O)[C@H]4CCCN4C(=O)[C@@H](Cc4ccccc4)N3C2=O)C=C2c3cccc4[nH]cc(c34)C[C@@H]21	-9%[10.9 µM]	10%[9.22 µM]	-0.4%[11.4 µM]	11%[9.22 µM]
O=[N+]([O-])c1cc(-c2ccc([As](=O)(O)O)cc2)ccc1[As](=O)(O)O	-6%[10.9 µM]	7%[9.22 µM]	-0.7%[11.4 µM]	8%[9.22 µM]
CS(=N)(=O)CC[C@@H](N)C(=O)O (stereo partly drawn)	-4%[16.8 µM]	3%[20.6 µM]	1.3%[25.6 µM]	3%[20.6 µM]
CN(C)CC1CSCCC1(O)c1cccc(Cl)c1 (stereo not drawn)	nt	32%	nt	-14%
CNP1(NC)=NC(C(F)(F)F)=NC(C(F)(F)F)=N1	23%	3%	-0.4%	0%
Cn1c2ccccc2c2c(C(=O)N3CCC4(CC3)OCCO4)cn(C3CCCC3)c(=O)c21	-23%	-17%	0.8%	4%
Cc1ccc(CNC(=O)C(=O)NCC(c2cccnc2)N2CCN(c3ccc(F)cc3)CC2)cc1 (stereo not drawn)	-10%[10.9 µM]	-3%	2.1%	-2%
CCCN(CCC)[C@@H]1CCc2c(OC)cccc2[C@@H]1C	-12%	-15%	-0.1%	-11%
O=C(COc1ccc(Cl)cc1)NC1CN2CCC1CC2 (stereo not drawn)	2%	-2%	1.9%	-9%
CCOP(=S)(OCC)SCOC(=O)NCC(=O)OC	-9%	4%	0.5%	8%
c1ccc(C2NCc3ccccc3-n3cccc32)cc1 (stereo not drawn)	-9%	-10%	0.7%	5%
COc1cc2c(cc1OC)[C@]13CC[N@+]4(C)CC5=CCO[C@H]6CC(=O)N2[C@@H]1[C@@H]6[C@@H]5C[C@]34O	nt	13%[9.22 µM]	-0.3%[11.4 µM]	2%[9.22 µM]
COc1ccc(NC(=O)CCc2nc(C3=CCN(Cc4cccc(Cl)c4)CC3)no2)c(OC)c1	5%[10.9 µM]	4%	?	3%
NCCCP(=O)(O)O	-11%	-15%	-3.3%	14%
CCN1C[C@]2(COC(=O)c3ccccc3N3C(=O)C[C@H](C)C3=O)CC[C@H](OC)[C@@]34[C@@H]5C[C@H]6[C@H](OC)[C@H]5[C@](O)(C[C@@H]6OC)[C@@](O)([C@@H](OC)[C@@H]23)[C@@H]14	0%	0%	0.0%	8%
Cc1cc(N2C(=O)C3CCCN3C2c2ccc(Cl)c(Cl)c2)no1 (stereo not drawn)	16%	-2%	-0.7%	-2%
CN1CC(CNC(=O)OCc2ccccc2)CC2c3cccc4c3c(cn4C)CC21 (stereo not drawn)	-32%[inhibitor]	-20%	nt	5%
O=C(O)c1cc[c]([Hg][Cl])cc1	-90%[inhibitor]	1%	?	-9%
c1cc2cc(c1)C[n+]1ccc(c3ccccc31)NCc1ccc(cc1)CNc1cc[n+](c3ccccc13)C2	-1%	-3%	0.0%	-2%
COc1cc2c(cc1O)-c1c(O)c(OC)cc3c1[C@H](C2)N(C)CC3	-6%	-28%	-1.4%[11.4 µM]	?
COC(=O)C(c1ccccc1)C1CCCCN1 (stereo not drawn)	3%	11%	-0.8%	5%[1.84 µM]
CC(=O)c1c(C)nc2ccccc2c1N	-34%[inhibitor]	10µM*	0.6%	13µM*
CC(=NCCN1CCCCC1)c1c(O)[nH]c(=O)[nH]c1=O	-2%	7%	0.5%	-1%
Cc1cccc(CN(C)C)c1OC(=O)N(C)C	-5%	6%	3.1%	10%
COc1cc2c(cc1OC)[C@@]13CCN4C=C5CCO[C@H]6CC(=O)N2[C@@H]1[C@@H]6[C@H]5C[C@H]43	nt	-3%[9.22 µM]	0.8%[11.4 µM]	10%[9.22 µM]
COc1ccc(CN2CCN(c3ccccc3F)CC2)c(OC)c1	-14%	2%	-1.3%	-8%
CN1CCc2cc(O)cc3c2[C@H]1Cc1ccc(O)c(O)c1-3	nt	6%	5.9%	-5%
O=C(NC(=O)c1ccccc1Cl)Nc1ccc(OC(F)(F)F)cc1	-1%	-5%	nt	-4%
Cc1cc(C)cc(OCC(=O)Nc2ccc(Cl)cc2C(=O)c2ccccc2)c1	-7%[10.9 µM]	?	1.7%	-6%
COc1ccc(CCN(C)Cc2ccncc2)cc1OC	-11%	1%	0.2%	4%
COCc1c(CN)cnc(C)c1N	nt	1%	1.2%	-1%
CC(NC(C)(C)C)C(=O)c1cccc(Cl)c1 (stereo not drawn)	-8%&-18%	-20%	nt	7%
CCCc1cc2c(n1Cc1cccc(Cl)c1)C(C)C1CN(C(=O)c3ccccc3)C(C)(C(=O)OC)C21 (stereo not drawn)	-10%	0%	nt	15%
O=NN(CCO)CCO	8%	1%	0.8%	2%[1.84 µM]
CCOC(=O)N(CC)c1ccc(C(O)(C(=O)OC)C(F)(F)F)cc1 (stereo not drawn)	-18%	7%	1.4%	10%
Cc1cccc(-n2c(CN3C(=O)c4ccccc4C3=O)nc3ccccc3c2=O)n1	14%	9%	-2.5%	-3%
COC(=O)COc1ccc(Cl)cc1Cl	-1%	6%	nt	-6%
Cc1cccc(CN2C(=O)CN=C(c3ccccc3Cl)c3cc(Cl)ccc32)c1	-1%[10.9 µM]	16%	?	31%[activator]
S=P(C1CCCCC1)(C1CCCCC1)[C@H](c1cccnc1)N1CCCC1	-7%[10.9 µM]	6%[9.22 µM]	1.1%[11.4 µM]	9%[9.22 µM]
O=C(O)[C@H]1[C@H]2CN[C@H](C(=O)O)[C@H]21	-2%	-5%	0.5%	-3%
Cc1ccc(C(=O)C2CN3CCC2CC3)cc1 (stereo not drawn)	-48%[inhibitor]	0%	0.6%	-3%
O=C(NCC(c1cccnc1)N1CCN(c2ccc(F)cc2)CC1)Oc1ccccc1 (stereo not drawn)	-15%	-18%	0.3%	-17%
COc1ccccc1N1CCN(Cc2ccc(Br)s2)CC1	-12%	-2%	1.8%	-3%
Cc1cccc(C)c1N	-8%	-4%	-0.7%	3%[1.84 µM]
Nc1ccc([N+](=O)[O-])cc1	3%	-7%	-0.6%	-16%[1.84 µM]
Cc1ccc(C(=O)Nc2nc3ccccc3n2CCN2CCCC2)cc1	-17%	-28%	?	?
O=C(O)C[C@H]1OCC=C2CN3CC[C@@]45C6=CC(=O)C(=O)C([N+](=O)[O-])=C6N[C@H]4[C@H]1[C@H]2C[C@@H]35	-6%[10.9 µM]	0%[9.22 µM]	0.4%[11.4 µM]	-5%[9.22 µM]
CN1CCN(c2ccc(N)c(N3CCN(C)CC3)c2)CC1	-4%	0%	-0.9%	-8%
Cc1cc(OCC(=O)NC2CCS(=O)(=O)C2)c2c3c(c(=O)oc2c1)CCC3 (stereo not drawn)	0%	4%	-1.0%	-2%
CN1CCN(c2csc3ccc(F)cc3c2=O)CC1	-9%[10.9 µM]	-7%	?	3%
CCCCNC(=O)n1c(NC(=O)OC)nc2ccccc21	-38%[inhibitor]	1%	-0.5%	-8%[1.84 µM]
COc1ccc(OCC(=O)N2CCN(C(C)C)CC2)cc1	nt	-12%	nt	-3%
C/C=C1\C[N@@+]2(C)CC[C@@]34C(=C(C=O)[C@H]1C[C@H]32)Nc1ccccc14	-7%[16.8 µM]	-3%[20.6 µM]	-0.7%[25.6 µM]	-9%[20.6 µM]

Arranged by SMILES length (lowest first): some entries from above.
SMILES	Imprint erasure	p53ts 39C kill	IkB sig inh	p53ts 32C tox
COc1ccc(OCC(=O)N2CCN(C(C)C)CC2)cc1	nt	-12%	nt	-3%
O=C(NC(=O)c1ccccc1Cl)Nc1ccc(OC(F)(F)F)cc1	-1%	-5%	nt	-4%
Cc1cccc(CN2C(=O)CN=C(c3ccccc3Cl)c3cc(Cl)ccc32)c1	-1%[10.9 µM]	16%	?	31%[activator]

Other structures:
SMILES	Imprint erasure	p53ts 39C kill	IkB sig inh	p53ts 32C tox
CCN1CCN(C(=O)COc2ccc(S(=O)(=O)N(C)Cc3ccccc3)cc2)CC1	-14%	8%	?	2%
CC(C)Oc1cccnc1N(C)C1CCN(Cc2ccccc2)CC1	-11%	31%[activator]	4.8%	17%
Cc1ccc(-c2nc3ccccc3c(=O)n2-n2cccc2)cc1	-24%	2%	-2.2%	6%
CCNC(=O)CCSc1nc2cc(Cl)ccc2o1	nt	66%[activator]	nt	8%
CN(C)C(=O)Nc1ccc(Cl)cc1	7%	-12%	-1.1%	10%[1.84 µM]
O=P1(NCc2ccco2)COc2ccccc2OC1	-1%	5%	1.1%	5%
O=C(Nc1ccc(Br)cc1C(=O)c1ccccc1Cl)c1ccccc1F	-7%[10.9 µM]	1%	-5.5%	-4%
Cc1ccc2nc(NC(=O)c3cccn(Cc4ccccc4F)c3=O)sc2c1	13%[10.9 µM]	-7%	0.1%	0%
[N-]=[N+]=[N-]	-3%	12%	-0.8%	8%[1.84 µM]
CN1CCC2=C[C@H](O)[C@@H]3OC(=O)c4cc5c(cc4[C@H]3[C@H]21)OCO5	-25%[16.8 µM]	0%[20.6 µM]	2.1%[25.6 µM]	-4%[20.6 µM]
OC12CCCCC1C(c1ccccc1)NCC2 (stereo not drawn)	-10%	-4%	0.2%	-4%
CCC(=O)N1CC(=O)Nc2ccc(Cl)cc2C1c1ccc(F)cc1 (stereo not drawn)	6%	-4%	4.4%	5%
CN1CCC(O)(c2ccccc2)C(C(=O)c2ccccc2)C1 (stereo not drawn)	-32%[inhibitor]	-3%	?	4%
COc1ccc(NC(=O)CCc2nc(C3=CCN(Cc4cccc(C)c4)CC3)no2)c(OC)c1	-8%[10.9 µM]	-1%	?	-4%
COc1cc2c3cc1Oc1c(O)c(OC)cc4c1[C@@H](Cc1ccc(cc1)Oc1cc(ccc1O)C[C@H]3N(C)CC2)N(C)CC4	8%[10.9 µM]	-4%[9.22 µM]	-0.1%[11.4 µM]	-2%[9.22 µM]
c1ccc2c(CCNCc3ccc4c(c3)OCO4)c[nH]c2c1	nt	?	-2.8%	-22%
C[n+]1c(/C=C\c2ccc(O)c3ncccc23)[se]c2ccccc21	-26%[10.9 µM]	?	1.0%[11.4 µM]	-18%[9.22 µM]
CC(C)CN1CC[C@@]2(CCCN(C(=O)c3ccncc3)C2)C1	nt	14%	1.1%[11.4 µM]	-6%
CC(C)CCNC(=O)Cn1c(=O)oc2cc(S(=O)(=O)N3CCc4ccccc43)ccc21	-15%	39%[activator]	6.0%	16%

Pulled by compound from the list above, 2 records:
SMILES	Imprint erasure	p53ts 39C kill	IkB sig inh	p53ts 32C tox
CC(C)CCNC(=O)Cn1c(=O)oc2cc(S(=O)(=O)N3CCc4ccccc43)ccc21	-15%	39%[activator]	6.0%	16%
CCC(=O)N1CC(=O)Nc2ccc(Cl)cc2C1c1ccc(F)cc1 (stereo not drawn)	6%	-4%	4.4%	5%

Only part of the results is shown; the hit share may differ from the screen's.
